From PubChem
TEAD-YAP inh = TEAD-YAP interaction inhibition | HEK-TIYL cells, TEAD-Gal4/YAP UAS-luciferase luminescence | inhibition, % at 9.12 µM | 640,000 compounds, 1.4% hits; in the data active = inhibition above about 32%;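 also: 0% = median of test compound wells and 100% = reference inhibitor wells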
MITF inh = blocks human microphthalmia-associated transcription factor. O75030. AlphaScreen MITF homodimerization, bead proximity signal. inhibition, % at 2.6 µM. 650,000 compounds, 0.91% hits; in the data active = inhibition above about 50%;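 also: 0% = vehicle wells with protein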
Target sequence (O75030 whole entry, looked up): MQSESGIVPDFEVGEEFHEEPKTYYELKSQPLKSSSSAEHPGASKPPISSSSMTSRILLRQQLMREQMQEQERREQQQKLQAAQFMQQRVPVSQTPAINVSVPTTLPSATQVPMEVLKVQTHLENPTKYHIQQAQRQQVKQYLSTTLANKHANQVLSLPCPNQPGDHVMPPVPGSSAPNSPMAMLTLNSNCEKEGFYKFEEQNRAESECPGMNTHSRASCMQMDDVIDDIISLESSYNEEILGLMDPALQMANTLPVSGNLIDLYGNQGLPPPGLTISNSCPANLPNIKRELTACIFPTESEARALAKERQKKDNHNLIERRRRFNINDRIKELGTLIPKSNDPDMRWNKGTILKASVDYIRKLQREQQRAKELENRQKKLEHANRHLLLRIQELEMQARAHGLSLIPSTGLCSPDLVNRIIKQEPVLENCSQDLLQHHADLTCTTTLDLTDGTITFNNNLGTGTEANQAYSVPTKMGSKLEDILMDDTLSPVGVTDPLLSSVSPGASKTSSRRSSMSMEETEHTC
FBW7 activator = activators of human E3 ligase FBW7; Q969H0; 650,000 compounds, 0.13% hits; normalized activity (activation), % at 26.1 µM; AlphaScreen FBW7–phospho-cyclin E peptide binding, activator screen; AID 1259310; in the data active = normalized activity above about 1.9%;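 also: purified mutant Fbw7 with reduced substrate affinity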
GPR151 activ = human GPR151 activation. Q8TDV0. 650,000 compounds, 1% hits. PathHunter beta-arrestin GPR151 cells, luminescence. activation, % at 11.2 µM; in the data active = activation above about 4.9%;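 also: 0% = median of compound wells and 100% = cells with positive control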
Target sequence (Q8TDV0 whole entry, looked up): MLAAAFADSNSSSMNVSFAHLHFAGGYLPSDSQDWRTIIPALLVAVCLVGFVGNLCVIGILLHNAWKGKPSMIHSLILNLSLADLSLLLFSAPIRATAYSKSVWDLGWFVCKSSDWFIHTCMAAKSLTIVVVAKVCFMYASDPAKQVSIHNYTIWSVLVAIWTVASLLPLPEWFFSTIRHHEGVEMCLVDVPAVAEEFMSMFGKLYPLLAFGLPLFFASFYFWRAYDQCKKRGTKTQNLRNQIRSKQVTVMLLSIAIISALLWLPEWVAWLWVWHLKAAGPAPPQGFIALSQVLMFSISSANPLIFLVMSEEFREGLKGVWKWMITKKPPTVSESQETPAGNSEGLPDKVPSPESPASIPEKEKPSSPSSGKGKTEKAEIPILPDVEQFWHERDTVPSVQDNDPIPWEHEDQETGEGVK
* hit, by the source's call; & = joins results of further samples. The order is random; overall some 3.4% were active at least once.

SMILES | TEAD-YAP inh | MITF inh | FBW7 activator | GPR151 activ
O=Cc1ccc(-c2ccc(NCCN3CCOCC3)nc2)cc1 | -9.6 | 0.0 | -0.6 | 0.6
CN1C(/C=C/c2ccccc2Cl)=Nc2cccc3cccc1c23 | -46.6 | 53.2* | -0.1 | 0.3
CC(=O)Nc1ccc(S(=O)(=O)Nc2cccc(C(=O)O)c2C)cc1 | 4.4 | -9.7 | -0.1 | -0.8
N#C/C(=C/c1ccc(C(=O)O)cc1)C(=O)NCc1ccccc1 | -2.1 | 2.9 | 0.3 | -0.3
COc1cccc(C(=O)N(CCCCN2C(=O)c3ccccc3C2=O)c2ccc(Cl)cc2)c1 | 13.2 | 3.0 | -0.1 | 0.6
Cc1cccc(CSc2nc(-c3cccs3)ccc2C#N)c1 | -7.2 | -2.5 | 0.3 | 0.2
Fc1ccc(Nc2nc(SCc3ccncc3)nc3ccccc23)cc1 | -14.9 | 1.9 | -0.2 | 1.5
CCc1ccc(CNC(=O)c2cc(-c3sc(C)nc3C)[nH]n2)cc1 | -8.1 | -2.6 | -0.3 | 2.2
CC(C)(C)C(=O)Nc1nc(-c2cc3ccccc3o2)cs1 | -19.8 | 9.0 | 0.0 | 1.6
COc1ccc(NC(=S)NCCc2ccncc2)cc1 | 3.7 | -0.7 | -0.1 | 1.1
O=C(O)CCCCN1C(=O)CSC1=S | 37.6* | 23.6 | 0.2 | -1.0
COc1cc(NC(=O)c2cccs2)c(OC)cc1NC(=O)Nc1cccc(Cl)c1 | -26.5 | 15.8 | 0.1 | 0.4
CCc1ccc(S(=O)(=O)Nc2cc3c(C(=O)OCCOC)c(C)oc3c3ccccc23)cc1 | -11.4 | 0.0 | 0.2 | -0.7
Cc1onc(-c2ccccc2Cl)c1C(=O)NCc1cccs1 | 6.5 | -3.4 | -0.1 | 4.1
O=C(NC1CCCC1)c1ccc(N2CCC(NCCCn3ncc4ccccc43)CC2)cc1 | -3.0 | 0.1 | -0.2 | -1.3
CN(CCc1ccccn1)c1ncnc2c1cnn2-c1ccc(Cl)cc1 | -55.6 | 10.0 | 0.0 | 1.3
CC(C)NC(=O)C1CCN(C2CCN(Cc3cn[nH]c3-c3ccccc3)CC2)CC1 | 8.6 | 3.4 | 0.1 | -1.2
COC(=O)C1=C(C)N(C)C(=O)/C1=C\c1ccco1 | 15.0 | 2.9 | 0.0 | 0.0
CCOC(=O)c1cnc(SCC(=O)N2CCCCC2CC)nc1N (configuration not stated) | -0.6 | 12.1 | -0.3 | 0.1
O=S(=O)(Cc1ccc(Cl)cc1)Nc1ccc2c(c1)OCO2 | 4.3 | 12.2 | 0.3 | 2.2
Clc1ccc(-c2noc(Cc3ccccc3)n2)cc1 | -22.8 | -2.8 | 0.2 | -1.2
CN1CCCc2cc(CN3CCc4nnc(CNC(=O)c5cccc(F)c5)n4CC3)ccc21 | 3.0 | 12.4 | 0.1 | 1.4
Cc1ccc(NC(=O)CSc2nc(C)c(C(=O)Nc3ccccc3C)c(-c3ccc(Cl)cc3)c2C#N)cc1C | 11.3 | -0.2 | 0.1 | 0.7
COC(=O)c1cc(C)sc1NC(=S)NNC(=O)c1c[nH]c2ccccc12 | -26.1 | 19.6 | 0.2 | -0.6
Cc1cc(C)nc(NC(=O)c2cccc(S(=O)(=O)N3CCCCCC3)c2)n1 | 9.3 | -6.7 | -0.4 | 0.6
Other compounds follow:
SMILES | TEAD-YAP inh | MITF inh | FBW7 activator | GPR151 activ
COc1ccc(C(=O)Nc2nc3ccc(C)cc3s2)cc1[N+](=O)[O-] | 2.6 | 8.0 | 0.1 | 0.7
Cc1cc(C)c(S(N)(=O)=O)c(Cl)n1 | 3.5 | 7.7 | -0.2 | -0.1
COc1ccc(Cl)cc1NC(=O)CN1CCN(C)CC1 | 5.0 | 12.0 | -0.1 | 0.3
O=C(Nc1nc(-c2cccc([N+](=O)[O-])c2)cs1)c1cccnc1 | -0.1 | 0.7 | 0.1 | 1.2
Cc1ccc(C(C)C)c(OCC(=O)Nc2cccc(C(F)(F)F)c2)c1 | 7.0 | 7.9 | 0.0 | 1.4
CCN(CC)c1cc(-c2ccccc2)nc(-c2cccnc2)n1 | 2.9 | 4.3 | 0.1 | 2.2
CC1(C)CN=C(N(C(=O)Nc2ccc(Cl)c(Cl)c2)c2ccc(OC(F)(F)F)cc2)S1 | -2.2 | -1.0 | -0.1 | 0.5
COc1ccc(OC)c(-n2c(=S)[nH]c3cc(C(=O)Nc4cccc(C)c4)ccc3c2=O)c1 | 5.1 | -10.3 | 0.1 | 1.7
CCCCN(CC)S(=O)(=O)c1ccc2[nH]c(=O)cc(C(=O)NCc3ccccc3)c2c1 | 1.2 | 3.4 | 0.0 | 1.1
CS(=O)(=O)N(CC(=O)Nc1ccc(F)cc1)c1ccc(F)cc1 | 3.3 | 10.7 | 0.7 | 0.2
Cn1nccc1C(=O)Nc1nc2ccccc2s1 | -25.9 | -9.6 | -0.1 | -9.4
COc1ccc(C(=O)c2sc(N3CCOCC3)nc2-c2ccccc2)cc1 | -2.0 | 10.4 | 0.9 | -1.4
CC(C)(C)c1ncn(-c2ccc(Nc3nccc(-c4ccnc(Nc5ccccc5)c4)n3)cc2)n1 | 8.3 | 5.4 | -0.3 | 0.8
O=C(C1CCN(Cc2ccccc2O)CC1)N1CCc2ccccc2C1 | 14.8 | 37.9 | 0.0 | 0.4
COc1ccc(S(=O)(=O)NCCCCCC(=O)NC2CCCC2)cc1 | -3.6 | 4.2 | -0.1 | 0.1
CC1=NN(c2nc(-c3ccccc3)cs2)C(=O)C1N=Nc1ccc(S(N)(=O)=O)cc1 (configuration not stated) | -7.4 | -8.9 | -0.3 | 1.3
CC1(C)c2ccccc2N2CC(=O)NC21/C=C/c1ccccc1 (configuration not stated) | 3.0 | -0.2 | 0.1 | 3.0
C#Cc1cccc(NC(=O)COc2ccc([N+](=O)[O-])cc2)c1 | -15.4 | -6.2 | -0.1 | -0.5
CCOc1ccc(C(C)=O)cc1CN1C(=O)NC(c2ccccc2)(c2ccccc2)C1=O | 2.7 | 1.9 | -0.2 | -0.2
CCc1c(C)nc(N)nc1N1NC1=S | 10.5 | 12.1 | 0.4 | 1.5
CCOC(=O)c1nn(-c2c(C)n(C)n(-c3ccccc3)c2=O)cc1O | -17.8 | -14.8 | 0.2 | -1.2
Cc1ccc(N2C(=O)CNC2=S)cc1 | -0.4 | -4.7 | -0.1 | -0.7
Cc1nc2c(c(=O)[nH]1)CCN(C(=O)c1cccc3nccnc13)C2 | 2.3 | -0.1 | -0.1 | -0.1
CCCCCCCN1C(=O)c2c(Cl)c(Cl)c(Cl)c(Cl)c2C1=O | 5.4 | 1.4 | 0.0 | 2.5
O=C(CCC1(Cc2cccc3ccccc23)CCC(=O)N1)NCCCN1CCOCC1 (configuration not stated) | -7.9 | -3.9 | -0.2 | 1.3

Single records, from the list above:
O=C(O)CCCCN1C(=O)CSC1=S reads TEAD-YAP inh: 37.6*; MITF inh: 23.6; FBW7 activator: 0.2; GPR151 activ: -1.0
Cc1cc(C)nc(NC(=O)c2cccc(S(=O)(=O)N3CCCCCC3)c2)n1 reads TEAD-YAP inh: 9.3; MITF inh: -6.7; FBW7 activator: -0.4; GPR151 activ: 0.6

The listing continues:
SMILES | TEAD-YAP inh | MITF inh | FBW7 activator | GPR151 activ
COC(=O)[C@H]1[C@H]2C[C@H]2CN1C(=O)c1sccc1OC | 4.1 | 7.0 | 0.3 | -0.4
CCOC(=O)C1(Cc2ccc(Cl)cc2)CCN(C(=O)C(C)n2nc(C)cc2C)CC1 (configuration not stated) | 1.8 | 5.4 | 0.0 | -0.1
CNC(=O)c1ccc(-c2ccsc2)nc1NCC1CC1 | 2.5 | 5.0 | -0.1 | 1.3
O=C(O)CN(Cc1ccccc1)S(=O)(=O)c1ccc(F)cc1 | -11.8 | -10.0 | 0.1 | -1.1
Cc1ccccc1-c1coc2cc(O)ccc2c1=O | -10.2 | -17.6 | -0.2 | 1.6
COc1ccc(/C=C/C(=O)Nc2cc([N+](=O)[O-])ccc2OC)cc1Br | 2.9 | 15.3 | -0.1 | 5.4*
COC1(c2ccccc2)NC(=O)NN=C1c1ccccc1 (configuration not stated) | 9.0 | -5.3 | -0.2 | -0.1
CN1C(=O)c2cccc3c(S(=O)(=O)NCCc4ccc(F)cc4)ccc1c23 | -1.1 | -6.2 | 0.2 | 0.7
CC(=O)OCCN(Cc1ccccc1)Cc1ccc2c(c1)OCO2 | 0.3 | -33.1 | 0.1 | 3.0
COc1ccc(-c2cnc3ccc(N[C@H](CO)C(C)C)nn23)cn1 | 7.8 | 0.7 | -0.3 | 0.9
CC(=O)Nc1ccc(NC(=O)COc2ccccc2Cl)cc1 | -15.2 | -12.4 | 0.0 | -0.3
O=C(CCCCl)Nc1ncc(Cc2cccc(Cl)c2)s1 | 4.8 | -0.5 | -0.1 | -0.3
COC(=O)Cc1nc(Nc2cccc(C)c2)c2c(C)c(C)sc2n1 | 11.3 | 1.4 | 0.1 | 0.0
O=C(CN1N=C(c2ccccc2)CCC1=O)N1CCOCC1 | 5.7 | 11.6 | 1.5 | 0.1
CCN(CC)c1ccc(/C=N/NC(=O)c2ccccc2Cl)c(O)c1 | 1.1 | 8.2 | 0.1 | 7.3*
COc1cccc(CN2CCNC(=O)C2CC(=O)N(C)CCc2c(C)n[nH]c2C)c1OC (configuration not stated) | -1.4 | -5.7 | 0.0 | -0.9
CCOc1ccccc1C1C(C(=O)OC2CCCCC2)=C(C)Nc2ncnn21 (configuration not stated) | 6.7 | -12.2 | 0.0 | 0.0
O=C(CC(NCCO)C(=O)O)Nc1ccc(Cl)c(Cl)c1 (configuration not stated) | 5.7 | 0.2 | 0.0 | 2.7
CCOC(=O)c1nn(-c2ccccc2)c(=O)c2c(NC(=O)c3ccc(OC)cc3)scc12 | 2.4 | 5.3 | 0.2 | 0.1
CCCCCN1/C(=C\C=C\c2n(CCCC)c3cc(Cl)c(Cl)cc3[n+]2CCCCC)N(CCCC)c2cc(Cl)c(Cl)cc21 | 43.9* | 16.9 | 0.2 | -0.9
COC(=O)C1=C(C)NC(=O)NC1c1cccs1 (configuration not stated) | -10.1 | -11.2 | -0.1 | 4.6
CCC(C)NC(=O)C1CCCN(Cc2nc(-c3ccccc3C)oc2C)C1 (configuration not stated) | 6.2 | 3.4 | 0.1 | 0.7
COc1ccc(C(Cl)=C(c2ccc(OC)cc2)c2ccc(OC)cc2)cc1 | -2.6 | 1.7&4.3 | 0.2&-0.2 | -2.3&-0.8
O=C(Nc1ccc(I)cc1)c1cccnc1Cl | -48.1 | -16.6 | 0.0 | -0.3
CCOc1ccc(S(=O)(=O)NCCN(CC)CC)cc1 | -2.1 | 4.7 | -0.2 | -1.3

Among those listed so far, five have a COOH group.
SMILES | TEAD-YAP inh | MITF inh | FBW7 activator | GPR151 activ
CC(=O)Nc1ccc(S(=O)(=O)Nc2cccc(C(=O)O)c2C)cc1 | 4.4 | -9.7 | -0.1 | -0.8
N#C/C(=C/c1ccc(C(=O)O)cc1)C(=O)NCc1ccccc1 | -2.1 | 2.9 | 0.3 | -0.3
O=C(O)CCCCN1C(=O)CSC1=S | 37.6* | 23.6 | 0.2 | -1.0
O=C(O)CN(Cc1ccccc1)S(=O)(=O)c1ccc(F)cc1 | -11.8 | -10.0 | 0.1 | -1.1
O=C(CC(NCCO)C(=O)O)Nc1ccc(Cl)c(Cl)c1 (configuration not stated) | 5.7 | 0.2 | 0.0 | 2.7

Random excerpt: two compounds from above
SMILES | TEAD-YAP inh | MITF inh | FBW7 activator | GPR151 activ
CCOc1ccc(S(=O)(=O)NCCN(CC)CC)cc1 | -2.1 | 4.7 | -0.2 | -1.3
Cc1ccccc1-c1coc2cc(O)ccc2c1=O | -10.2 | -17.6 | -0.2 | 1.6

(continued)
SMILES | TEAD-YAP inh | MITF inh | FBW7 activator | GPR151 activ
CCCCc1ccc(NC(=O)COc2cc(C)ccc2C(C)C)cc1 | -2.0 | -0.2 | -0.1 | 0.9
O=C(NCc1ccc(F)cc1)c1ccc(N2CC3CC(C2)c2cccc(=O)n2C3)c(NS(=O)(=O)c2ccc(F)cc2)c1 (configuration not stated) | -6.4 | 4.3 | 0.0 | 0.0
Cc1ccc(OCC(O)CN2CCN(C)CC2)c(C)c1 (configuration not stated) | 5.2 | -0.5 | -0.1 | 0.9
CCOC(=O)N1CCN(c2c(NCc3ccc(Cl)cc3)c(=O)c2=O)CC1 | 53.2* | 2.4 | 0.1 | 4.9*
Cc1ccc(S(=O)(=O)N2CCCC2CNC(=O)C(=O)NCc2ccccn2)cc1 (configuration not stated) | -2.8 | -3.6 | -0.9 | 1.3
CN(C1=NS(=O)(=O)c2ccccc21)N(C(=O)c1ccccc1)C(=O)c1ccccc1Br | -4.7 | -18.6 | 0.6 | -0.9
Cc1ccc2c(c1)c(=O)c1ccccc1n2CCCC(=O)Nc1cccc(C(F)(F)F)c1 | 7.0 | 9.0 | 0.1 | -0.1

Individual results from the results shown.
GPR151 activ result of `CCCCc1ccc(NC(=O)COc2cc(C)ccc2C(C)C)cc1` stands at 0.9
TEAD-YAP inh result of `O=C(NCc1ccc(F)cc1)c1ccc(N2CC3CC(C2)c2cccc(=O)n2C3)c(NS(=O)(=O)c2ccc(F)cc2)c1` (configuration not stated) stands at -6.4
